# From PubChem BioAssay
# Cdc25B block = inhibitors of human Cdc25B phosphatase; P30305; recombinant Cdc25B, OMFP fluorescence Ex485/Em525; inhibition, %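 (compounds tested at 10 µM final in the well)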; 0.1% of 65,000 active; AID 368; in the data active means inhibition above about 50%
# Target sequence (P30305 whole entry, looked up): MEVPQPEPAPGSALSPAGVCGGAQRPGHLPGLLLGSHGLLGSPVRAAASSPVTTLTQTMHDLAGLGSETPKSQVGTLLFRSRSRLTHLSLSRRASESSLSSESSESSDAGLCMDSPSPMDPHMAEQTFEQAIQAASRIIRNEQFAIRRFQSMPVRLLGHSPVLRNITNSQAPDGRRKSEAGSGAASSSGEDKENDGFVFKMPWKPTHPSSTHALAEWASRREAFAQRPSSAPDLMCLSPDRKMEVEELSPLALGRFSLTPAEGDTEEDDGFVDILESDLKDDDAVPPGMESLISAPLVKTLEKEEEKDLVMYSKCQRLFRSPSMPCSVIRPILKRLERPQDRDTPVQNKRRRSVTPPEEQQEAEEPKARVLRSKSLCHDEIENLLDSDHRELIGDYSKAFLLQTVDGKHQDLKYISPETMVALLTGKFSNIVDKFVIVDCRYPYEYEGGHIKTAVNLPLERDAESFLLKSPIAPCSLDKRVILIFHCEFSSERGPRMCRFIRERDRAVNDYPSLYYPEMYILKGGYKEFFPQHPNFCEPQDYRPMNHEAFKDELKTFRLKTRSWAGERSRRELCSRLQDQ
# MKP-1 inh = human dual specificity phosphatase 1 inhibition; P28562; recombinant MKP-1, OMFP hydrolysis fluorescence; inhibition, %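 (compounds tested at a single concentration somewhere between 10 and 100 µM)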; 0.15% of 65,000 active; AID 374;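 active means inhibition above about 50%, limit read from the data; inconclusive means inhibition over screen mean plus 3 SD, below that limit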;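 further: 0% = DMSO max control wells and 100% = wells with enzyme stopped by NaOH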
# MMP-13 inhibitor = inhibitors of human MMP13; inhibition, % at 4 µM; 0.07% of 65,000 active; MMP-13 fTHP FRET cleavage, Mca fluorescence; AID 570;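 active means inhibition above the mean of compound-free control plate wells plus 3 SD, cut at about 14% in these data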;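 further: 0% = DMSO wells and 100% = wells with reference MMP-13 inhibitor after basal subtraction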
# HEK293 NFkB inh = inhibitors of the PMA/ionomycin-induced NF-kB reporter in HEK293 cells; inhibition, % at 3 µM; HEK-293 NF-kB luciferase reporter, luminescence; 0.21% of 62,000 active;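 active means inhibition above the mean of all tested compounds plus 3 SD, cut at about 40% in these data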;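 further: 0% = stimulated DMSO wells and 100% = 10 µM reference inhibitor 5653914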
#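 Timing: 1 h pretreatment, 16 h stimulation, 37 °C; system: HEK-293 cells with stable firefly luciferase reporter driven by four HIV NF-kB elements; doses: 3 µM once, 0.30% DMSO; measured by: luciferase luminescence; control set: DMSO and 10 µM reference inhibitor; repeats: single test; reagent: PMA plus ionomycin mix as NF-kB-activating stimulus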
# Jurkat tox 60K = cytotoxic compounds reducing Jurkat cell viability; Jurkat E6.1 viability, ATP luminescence, 48 h; inhibition, % at 4 µM; 1.2% of 56,000 active;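 active means inhibition above the mean inhibition of all tested compounds plus 3 SD, cut at about 28% in these data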
# PKA inh = blocks human protein kinase A activity | P17612 | PKA Kemptide phosphorylation, Kinase-Glo ATP luminescence | inhibition, % at 6 µM | 0.1% of 65,000 active | AID 524;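 active means inhibition above the screen-wide mean inhibition plus 3 SD, cut at about 21% in these data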; further: many of its hits are not listed in these tables
# ROCK2 blocker = inhibitors of human Rho kinase 2; AID 604; inhibition, % at 6 µM; O75116; purified ROCK2, Kinase-Glo ATP depletion luminescence; 0.35% of 60,000 active;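 active means inhibition above the screen-wide mean inhibition plus 3 SD, cut at about 18% in these data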;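 further: plate controls were DMSO wells for no effect and Y-27632 control wells after no-enzyme background subtraction for full effect; many of its hits are not listed in these tables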
# TNAP act mid DEA = activates human TNAP at intermediate phosphate acceptor concentration | purified TNAP, CDP-star luminescence, 100 mM DEA, 30 min; active compounds read high; scale: 0 levamisole-inhibited, 1 vehicle-only enzyme | 64,000 tested, under 10 active | activation factor at 20 µM | P05186;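 active means activation factor of at least 2 at 20 µM, relative to controls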
# Target sequence (P05186 whole entry, looked up): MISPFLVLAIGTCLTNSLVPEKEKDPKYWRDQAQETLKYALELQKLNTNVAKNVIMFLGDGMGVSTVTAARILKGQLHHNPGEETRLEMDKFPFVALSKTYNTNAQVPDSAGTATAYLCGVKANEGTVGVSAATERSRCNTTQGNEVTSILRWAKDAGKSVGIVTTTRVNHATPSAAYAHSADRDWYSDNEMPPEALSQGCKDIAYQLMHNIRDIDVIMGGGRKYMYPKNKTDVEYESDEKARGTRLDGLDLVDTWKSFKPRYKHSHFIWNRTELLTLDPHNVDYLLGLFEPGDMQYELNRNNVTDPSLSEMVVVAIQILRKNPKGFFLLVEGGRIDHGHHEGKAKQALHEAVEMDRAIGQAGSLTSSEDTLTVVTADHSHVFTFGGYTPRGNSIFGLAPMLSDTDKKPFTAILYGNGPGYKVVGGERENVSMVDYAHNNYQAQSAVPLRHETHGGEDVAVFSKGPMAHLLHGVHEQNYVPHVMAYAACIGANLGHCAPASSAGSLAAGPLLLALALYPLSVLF
# JNK3 inh = blocks human JNK3 kinase activity. purified JNK3 kinase activity, HTS. inhibition, % at 8 µM. 0.61% of 60,000 active; in the data active means inhibition above about 17%;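 further: 0% = DMSO and 100% = reference inhibitor; many of its hits are not listed in these tables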
# * marks the source's active call; other numbers are inactive results; ? = inconclusive; . = not tested or not shown; [ ] = remark or other dose.
SMILES,Cdc25B block,MKP-1 inh,MMP-13 inhibitor,HEK293 NFkB inh,Jurkat tox 60K,PKA inh,ROCK2 blocker,TNAP act mid DEA,JNK3 inh
CCOC(=O)c1[nH]c2cc(OC)c(OC)cc2c1NC(=O)c1ccc2c(c1)OCO2,-11.8,14.0,4.0,0.6,.,3.3,.,0.9,.
CCOC(=O)c1ccc(-c2c(C(=O)OCC)oc3cc(O)c(CC)cc3c2=O)o1,1.9,-5.1,0.2,-8.5,0.3,-0.3,5.4,0.9,3.2
Cc1cccc(C(=O)Nc2cc(=O)n(C)c(=O)n2C)c1,2.0,7.3,-0.9,7.1,-12.1,5.5,5.7,0.9,4.1
COc1cc2ccccc2cc1-c1nnc(COc2ccccc2)o1,-8.3,4.2,-29.3,7.2,2.8,-8.9,0.1,1,2.5
COc1ccccc1Nc1nc(N)nc(CSc2nnc(C)s2)n1,-5.5,-0.2,2.7,-9.3,1.8,6.7,-0.7,0.9,-5.8
CC(C)C1NC2(C(=O)c3ccccc3C2=O)C2C(=O)N(c3ccc(F)cc3)C(=O)C12 (configuration not stated),-3.8,3.4,-3.3,21.6,.,4.5,.,1,.
Nc1c(-c2ccc(Cl)cc2)nnn1-c1ccccc1,-5.7,8.9,2.3,-32.0,.,7.7,.,0.9,.
Cc1ccc(C(=O)CSc2ccccn2)cc1,2.8,-1.9,6.2,-22.2,-5.2,-0.8,-3.2,0.9,-7.1
Cc1nnc(SCCCn2c(N3CCN(c4ccccc4)CC3)nc3c2c(=O)[nH]c(=O)n3C)s1,3.8,-5.5,-0.5,16.7,8.8,-2.2,-0.5,1,-2.6
O=C(Cc1ccc(Cl)cc1)Nc1ccc(N2CCN(C(=O)c3ccco3)CC2)cc1,-0.5,28.2,0.9,19.4,7.7,0.5,3.4,0.9,0.6
COc1ccc(-c2cn3c(C)c(C(=O)N4CCCc5ccccc54)sc3n2)cc1,2.3,20.3,0.3,12.4,16.9,-8.3,-4.5,1,-10.2
COc1cc(OC)cc(-c2cc3nc(C)c(CCC(=O)NC(C)CCc4ccco4)c(C)n3n2)c1 (configuration not stated),-15.5,?,-13.8,14.3,6.7,-6.7,-5.0,1,-10.2
Cc1ccc2[nH]c(=O)c(CN(Cc3cccs3)Cc3nnnn3Cc3ccccc3)cc2c1,-12.9,9.9,-2.2,5.6,.,4.8,.,1,.
O=C(Nc1nnc(-c2ccco2)o1)C1CCCCC1,-52.1,-2.7,0.5,0.2,1.6,4.9,-2.4,0.9,-2.1
CCOCCCNC(=O)C1CCN(C(=O)Nc2ccc(Cl)cc2)CC1,-3.7,-24.1,-6.0,23.9,-6.8,11.2,5.8,0.9,6.1
O=C(NCCN1CCc2ccccc2C1)C1CCN(S(=O)(=O)N2CCCCC2)CC1,-4.2,16.2,-6.7,6.5,-0.4,0.2,1.5,0.9,-4.7
O=C(CCc1nc(-c2ccccc2)no1)NCc1ccco1,4.0,-22.5,4.9,9.4,-9.2,6.9,4.5,0.8,-5.6
CCOC(=O)N1CCC(NC(=O)CSCc2nc(-c3cccc(OC)c3)oc2C)CC1,-11.9,8.7,3.3,4.3,10.1,-2.7,-0.4,0.9,2.0
COc1ccc(F)cc1CN1CCN(c2cc(C)nc3c4c(C)cc(C)nc4nn23)CC1,-17.9,18.5,-345.0[fluorescence artefact?],0.4,10.0,-6.6,-7.5,1,-2.4
Cc1cc(C)c2c(CN3CCN(C)CC3)cc(=O)oc2c1,-11.5,-14.1,-2.0,13.2,4.1,-5.6,1.3,1,5.1
O=c1cc(-c2ccccc2)nc2n1Cc1ccccc1-2,9.3,21.2,-0.1,19.5,10.2,-1.0,-2.5,0.9,-8.5
CCOC(=O)C1CCN(C(=O)Cc2c(C(=O)O)[nH]c3ccccc23)CC1,-7.4,-8.6,-6.8,14.2,.,5.5,.,1,.
CCCOc1ccc(N2C(=O)CC(N(O)c3ccccc3)C2=O)cc1 (configuration not stated),0.3,-2.0,1.9,2.9,16.6,4.7,4.7,1,0.4
Cn1c(SCc2nc3ccccc3c(=O)[nH]2)nnc1-c1ccco1,-6.4,-12.5,-0.3,-0.8,-6.8,2.5,4.8,0.8,0.0

# Ordered by formula weight (rising): some entries from above
SMILES,Cdc25B block,MKP-1 inh,MMP-13 inhibitor,HEK293 NFkB inh,Jurkat tox 60K,PKA inh,ROCK2 blocker,TNAP act mid DEA,JNK3 inh
CCOCCCNC(=O)C1CCN(C(=O)Nc2ccc(Cl)cc2)CC1,-3.7,-24.1,-6.0,23.9,-6.8,11.2,5.8,0.9,6.1
Cc1ccc2[nH]c(=O)c(CN(Cc3cccs3)Cc3nnnn3Cc3ccccc3)cc2c1,-12.9,9.9,-2.2,5.6,.,4.8,.,1,.
COc1cc(OC)cc(-c2cc3nc(C)c(CCC(=O)NC(C)CCc4ccco4)c(C)n3n2)c1 (configuration not stated),-15.5,?,-13.8,14.3,6.7,-6.7,-5.0,1,-10.2

# More compounds.
SMILES,Cdc25B block,MKP-1 inh,MMP-13 inhibitor,HEK293 NFkB inh,Jurkat tox 60K,PKA inh,ROCK2 blocker,TNAP act mid DEA,JNK3 inh
COCC(C)n1c(C)cc(C(=O)COc2ccc(S(=O)(=O)N3CCOCC3)cc2Cl)c1C (configuration not stated),1.1,2.2,3.3,9.8,9.1,2.0,8.2,0.9,-1.1
COc1cccc(-n2nnc3c(=O)n(Cc4ccc(F)cc4)cnc32)c1,-17.1,3.6,-0.3,21.0,.,-2.2,.,1,.
CCCn1cnc2cc(NCc3cccc(OC)c3)ccc21,-2.0,-7.1,-10.2,9.3,9.8,-0.9,0.4,1,-11.5
COCCCN1CC23C=CC(O2)C(C(=O)OC)C3C1=O (configuration not stated),3.0,-17.5,-1.0,20.7,-3.2,1.8,2.3,.,2.0
COC(=O)c1ccc(S(=O)(=O)N(Cc2cc3cc4c(cc3[nH]c2=O)OCO4)C2CCCCC2)cc1,5.1,-7.9,-4.2,8.4,-4.6,10.1,5.1,0.9,1.1
CC(/C=C/c1ccc(Cl)o1)=C\C(=O)O,6.4,-7.7,1.5,8.5,0.1,-9.8,-2.7,0.9,-6.3
CCc1ccc(CCC(=O)Nc2ccc(C)cc2C)o1,-7.5,7.6,1.4,10.6,3.8,10.7,6.8,0.9,-1.8
CCN1c2ccccc2-c2nc3ccccc3n2C1c1cccnc1 (configuration not stated),-3.7,-17.2,-146.3[fluorescence artefact?],11.2,-5.6,4.2,5.7,0.9,-3.5
COC(=O)C1(CCSC)NC(c2ccccc2OC)C2C(=O)N(C)C(=O)C21 (configuration not stated),-12.8,0.8,5.0,1.5,-4.9,10.0,5.9,0.9,-3.5
COc1ccc(OC)c(-c2c[n+](=O)c3c(n2[O-])CCCC3)c1,6.9,-12.3,-1.1,9.0,-5.3,2.0,2.8,0.9,-0.8
CCC(C)(C)n1nnnc1C(c1ccc(OC)c(OC)c1)N1CCN(c2ccc(F)cc2)CC1 (configuration not stated),0.6,7.5,0.1,17.9,3.9,-3.1,-2.5,0.8,4.2
Cc1cccc(-n2ncc3c(N4CC(C)CC(C)C4)ncnc32)c1 (configuration not stated),-2.5,-4.7,-5.6,-20.2,3.2,-7.6,4.7,0.9,0.7
CCCOC(=O)CCn1c(=S)oc2ccccc21,-1.9,-23.5,-0.6,16.0,-6.4,0.2,3.3,0.9,3.2
CCCCCn1c(SCC#N)nc2cc(C(=O)NC3CCCCC3)ccc2c1=O,7.5,16.5,-0.5,15.5,11.9,-3.6,-3.5,1,-0.5
CCOC(=O)CNC(=O)c1ccc2c(c1)OCCO2,-3.2,-6.6,3.8,0.2,-3.7,10.5,2.9,0.9,-0.1
O=C(NCCOCC(F)(F)C(F)F)c1cc(F)c(F)cc1Cl,-0.4,-1.7,3.0,-6.5,-3.0,9.7,7.6,0.9,-2.1
Cc1cc(C)c(C(=O)COC(=O)Cn2cnnn2)cc1C,-2.9,21.1,4.1,10.7,-0.1,3.4,-1.2,1,0.8
CC(=O)Nc1cc(NC(C)=O)c2nc(N)sc2c1,0.2,-0.8,5.2,5.2,1.4,-3.5,-2.1,0.9,-2.5
CCCn1c(CN2CCN(C(=O)c3ccco3)CC2)nc2c1c(=O)n(C)c(=O)n2C,-5.2,-5.6,-9.8,1.8,-1.5,5.3,7.5,0.9,-1.4
COC(=O)c1cc(OC)c(OC)cc1NC(=O)Nc1ccc(OC)cc1OC,-3.1,7.7,-8.1,10.1,-4.4,-1.4,1.5,0.9,-3.7
O=C(NC1CC2CCC1C2)C1COc2ccccc2O1 (configuration not stated),-9.5,10.6,2.0,-6.7,-2.9,5.7,0.9,0.8,-1.8
CCCn1c(SCC(=O)Nc2cc(C)on2)nc2c1c(=O)n(C)c(=O)n2C,-0.6,-11.3,-4.5,10.8,-0.9,2.7,4.4,0.9,-1.4
COc1ccccc1-n1c(=S)sc2c(=O)n(Cc3ccco3)c(SC)nc21,-7.3,-6.8,-1.9,22.0,.,10.6,.,0.9,.
COc1ccc(C(O)P(=O)(O)CCc2ccccc2)cc1 (configuration not stated),-17.7,25.2,-0.3,5.2,2.7,1.0,7.5,1,-5.1
C=CCOC(=O)C1=C(C)NC(SCC(=O)OCC)=C(C#N)C1c1ccc(O)c(OC)c1 (configuration not stated),-18.7,30.6,-0.3,13.1,-3.0,7.2,3.6,1,10.0
O=C(Nc1cccc2nsnc12)c1ccc2c(c1)OCCO2,-9.1,5.0,-5.3,-15.2,-4.3,10.5,8.6,0.8,6.1
CCc1ccc2nc(NC(=O)c3cc(C)on3)sc2c1,0.5,1.5,3.6,-4.4,82.3*,-12.0,-6.8,0.9,-13.5
O=C(Nc1ccc(OCC(=O)N2CCN(S(=O)(=O)c3ccccc3)CC2)cc1)c1ccco1,-1.5,21.8,-2.2,5.6,-2.0,5.8,0.3,0.9,6.8
C=CCn1cnc2c(c1=O)c1nc3ccccc3nc1n2/N=C/c1ccccn1,7.4,24.0,-8.9,21.6,-1.2,8.5,1.3,1,1.9
COC(=O)CCc1n[nH]c(=O)[nH]c1=O,2.8,6.4,0.3,13.5,5.2,0.1,1.3,1,5.8
COc1cccc(Cn2c(Oc3ccccc3)nc3c2c(=O)n(C)c(=O)n3C)c1,8.2,-8.2,-7.0,.,.,6.8,2.4,0.9,-0.2
CC(C(=O)Nc1ccccc1C(=O)N1CCCC1)n1nnc2ccccc21 (configuration not stated),0.3,16.3,3.2,11.0,10.2,-4.8,-6.7,1,-3.5
CC(C)OC(=O)CSc1nnc(-c2ccccn2)n1-c1ccccc1,-2.9,6.5,4.6,-2.0,3.5,-0.8,-2.6,1,7.7
O=C(CN1CCN(c2ccccn2)CC1)Nc1cccc(C(F)(F)F)c1,-9.7,11.8,-2.1,24.0,.,0.1,.,0.9,.
O=C(CN1CCN(c2ccc(F)cc2)CC1)c1ccc2c(c1)OCO2,-14.7,-4.5,0.2,3.7,1.5,3.8,3.0,1,0.5
CCOC(=O)C1CCCN(C(=O)c2ccc(CS(=O)(=O)c3ccc(C)cc3)o2)C1 (configuration not stated),-15.3,-7.1,5.8,11.2,2.6,8.1,2.7,1,5.0
Cc1cccc(NC(=O)Cn2cnc3sc(C)c(S(=O)(=O)N4CCC(C)CC4)c3c2=O)n1,.,.,8.5,20.8,.,3.6,.,0.9,.
O=C(COc1ccc(F)cc1)N(CC1=CCS(=O)(=O)C1)c1ccccc1,-5.8,0.0,4.0,8.6,.,5.9,.,1,.
O=C(c1cccs1)N1CCN=C1SCc1ccccc1,2.9,5.9,-2.7,32.6,5.9,2.4,2.7,0.9,4.1
Cc1cccc(C)c1OCC(O)CN (configuration not stated),-3.8,0.3,0.1,8.5,0.9,2.3,2.9,1,-4.5
